Screens as filed in PubChem.
M1 ag parental = counter-screen for M1 agonists: effect in parental CHO-K1 cells; Fluo-8 calcium fluorescence; scaled to maximal ATP response, vehicle zero; activation, % at 3 µM; hit rate 0.48% among 360,000; AID 602248, 2012; in the data active = activation above about 15%;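 note: untransfected CHO-K1 host cells lacking M1 receptor as counterscreen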
OXTR agonist = human OXTR agonists, primary screen, fluorescence, CHO-OTR cells, Fluo-8 calcium; Oxytocin receptor (Homo sapiens), P30559; Fluo-8 calcium fluorescence; normalized: DMSO 0%, oxytocin 100%; activation, % at 3 µM; hit rate 0.32% among 320,000;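 active = activation above the mean of all tested compounds plus 3 SD, cutoff set per screening run, cut at about 20% in these data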;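 note: peak over basal fluorescence ratio from a 100 s FLIPR kinetic read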
Target sequence (P30559 whole entry, looked up): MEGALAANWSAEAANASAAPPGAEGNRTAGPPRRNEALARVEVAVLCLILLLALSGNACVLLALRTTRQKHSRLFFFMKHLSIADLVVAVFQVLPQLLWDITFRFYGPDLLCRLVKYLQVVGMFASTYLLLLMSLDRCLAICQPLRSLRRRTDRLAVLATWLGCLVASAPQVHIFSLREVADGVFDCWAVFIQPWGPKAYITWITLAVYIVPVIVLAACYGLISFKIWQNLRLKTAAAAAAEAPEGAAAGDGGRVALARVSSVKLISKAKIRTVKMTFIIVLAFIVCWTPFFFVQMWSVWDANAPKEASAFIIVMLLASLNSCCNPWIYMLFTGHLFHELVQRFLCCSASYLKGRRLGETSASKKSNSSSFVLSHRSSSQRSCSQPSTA
TAAR1 antagonist = human TAAR1 antagonists, primary screen, Fluo-8 calcium fluorescence, CHO RD-HGA16 cells. Trace amine-associated receptor 1 (Homo sapiens), Q96RJ0. antagonist. inhibition, % at 3 µM. hit rate 1.5% among 360,000;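 active = inhibition above a per-plate cutoff, the mean inhibition of test compounds on that plate plus 3 SD, cut at about 49% in these data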;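 note: 0% = DMSO plus EC80 beta-PEA response and 100% = DMSO alone without agonist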
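Test system: hTAAR1-expressing CHO RD-HGA16 cells, Gα16-coupled; Probe or stimulus: EC80 β-phenethylamine stimulus; Compound dosing: single nominal final test compound concentration of 3 µM; Timing: 140 s kinetic read after compound, 140 s after agonist; Signal: Fluo-8 calcium-sensitive fluorescence; Measure: % inhibition of agonist calcium response; Controls: DMSO and EC80 PEA controls.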
CHO-K1 Ca antag = M1 antagonist counterscreen hit in parental CHO-K1 cells. ATP-induced calcium, Fluo-8 fluorescence. inhibition, % at 3 µM. hit rate 0.6% among 360,000. AID 602250;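 active = inhibition above a per-plate cutoff, the plate's mean sample inhibition plus 3 SD, cut at about 24% in these data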;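 note: 0% = DMSO plus EC80 ATP and 100% = DMSO alone without ATP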
CHO parental Ca = ATP-evoked calcium signal inhibitors, parental CHO, primary screen, counter-screen for OX1R antagonist project, cell-based, fluorescence, Fluo-8 calcium dye; parental CHO-K1, ATP-induced calcium, Fluo-8 fluorescence; inhibition, % at 5.6 µM; hit rate 0.63% among 330,000; AID 463079, 2010;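 active = inhibition above that plate's mean sample inhibition plus 3 SD, cut at about 26% in these data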;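 note: 0% = ATP-challenged DMSO wells and 100% = DMSO wells without ATP; some compounds past the cut are filed as inactive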
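test system = CHO parental line | reagent = ATP stimulus | measured by = intracellular calcium via Fluo-8 no-wash fluorescent dye | control set = ATP and no-ATP DMSO wells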
GPR7 antag = GPR7 receptor antagonists, primary screen, cell-based, fluorescence, single concentration; Neuropeptides B/W receptor type 1 (Homo sapiens), P48145; GPR7-expressing cells, fluorescence antagonist assay; inhibition, % at 4.4 µM; hit rate 1.1% among 290,000; AID 1861, 2009; in the data active = inhibition above about 16%, passing the limit was not always enough;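 note: cells stimulated with the agonist NPW; 0% = agonist with vehicle and 100% = vehicle without agonist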
V1R ag counter = agonists of human V1a receptor, primary screen, counter-screen for OXTR agonist project, fluorescence, CHO-V1R cells. activation, % at 3 µM. AID 2797, 2010. Fluo-8 calcium fluorescence, agonist mode; 0% DMSO, 100% 3 nM vasopressin. hit rate 0.25% among 320,000;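 active = activation above the mean activation of all tested compounds plus 3 SD, per screening run, cut at about 20% in these data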;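 note: signal is peak over basal fluorescence ratio across a 100 second FLIPR read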
Target sequence (P37288 whole entry, looked up): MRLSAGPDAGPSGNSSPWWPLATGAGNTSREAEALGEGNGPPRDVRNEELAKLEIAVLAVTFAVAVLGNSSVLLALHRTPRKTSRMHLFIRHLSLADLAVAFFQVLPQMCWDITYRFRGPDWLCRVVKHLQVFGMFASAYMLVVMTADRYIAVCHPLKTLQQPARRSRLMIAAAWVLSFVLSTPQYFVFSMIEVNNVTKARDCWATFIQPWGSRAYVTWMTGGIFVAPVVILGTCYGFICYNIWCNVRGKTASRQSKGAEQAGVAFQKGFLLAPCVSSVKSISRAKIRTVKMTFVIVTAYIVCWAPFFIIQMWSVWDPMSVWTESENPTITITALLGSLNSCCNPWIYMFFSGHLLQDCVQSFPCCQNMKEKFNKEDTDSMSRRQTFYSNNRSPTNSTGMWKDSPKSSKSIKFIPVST
OXTR potentiate = human OXTR potentiators, primary screen, fluorescence, CHO-OTR cells, Fluo-8 calcium; hit rate 0.061% among 320,000; activation, % at 3 µM; Oxytocin receptor (Homo sapiens), P30559; Fluo-8 calcium fluorescence, potentiator mode; 0% = oxytocin EC15, 100% = EC100;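 active = activation above that plate's cutoff, the mean activation of tested compounds plus 3 SD, cut at about 6.6% in these data, passing the limit was not always enough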;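 note: 100% uses oxytocin at 75 nM as the full agonist control; some results filed as inactive read as strong as hits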
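Measured by – Fluo-8 calcium dye fluorescence · Test system – human OTR in CHO cells · Dosing – one concentration, 3.0 µM compound · Controls – EC15 oxytocin alone as 0%, 75 nM oxytocin as 100% · Evaluation – normalized max/min fluorescence ratio, % activation · Timing – 6 min pre-incubation, 100 s read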
M1 PAM parental = nonselective calcium activators in parental CHO-K1 cells, primary screen, counter-screen for M1 PAM project, cell-based, Fluo-8 calcium fluorescence, full deck, 1536-well. ATP EC20; 0% at ATP EC20, 100% at ATP max. activation, % at 3 µM. hit rate 0.02% among 360,000;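 active = activation above the run cutoff, the mean activation of all test compounds plus 3 SD, cut at about 40% in these data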;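 note: peak over basal fluorescence ratio in a 140 s read after ATP addition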
* hit, by the source's call; . = no result given.

SMILES | M1 ag parental | OXTR agonist | TAAR1 antagonist | CHO-K1 Ca antag | CHO parental Ca | GPR7 antag | V1R ag counter | OXTR potentiate | M1 PAM parental
Cc1ccc(NC(=O)NNC(=O)C2CC(c3cccnc3)=NO2)cc1 (stereo not drawn) | 0.0 | -0.2 | -4 | -2 | -20 | -10 | -0.1 | -7 | -5
CNC(=O)NC(=O)COC(=O)CCCSc1nc2ccccc2s1 | 1.2 | 2.1 | 4 | -3 | -11 | -4 | 2.9 | 0 | 12
CCn1c(=O)c(=O)[nH]c2cc(C(=O)N3CCN(c4ccccc4F)CC3)ccc21 | 0.1 | 0.2 | -12 | -5 | 11 | -10 | 0.5 | -12 | 17
COCc1cc(OC)nc(-c2csc(C)n2)n1 | 2.8 | 0.1 | -20 | 12 | -9 | -9 | 2.5 | 2 | -11
CC(=O)c1ccccc1OCCn1nc(C(=O)O)c2ccccc2c1=O | 12 | 9.9 | 28 | -9 | 1 | -14 | 10 | -9 | 0
Cc1ccc(S(=O)(=O)N(C)c2ccc(OCC(=O)O)cc2)cc1 | 0.2 | 1.0 | 18 | -7 | -6 | -10 | 0.9 | -4 | 15
CN(C)C(=O)c1ccc(NC(=O)COC(=O)/C=C/c2cccs2)cc1 | 1.1 | 1.9 | -40 | -3 | -10 | . | 0.0 | 0 | 10
O=C(Nc1cccc(-c2csc(Nc3ccccc3)n2)c1)c1cc([N+](=O)[O-])cc(C(F)(F)F)c1 | 0.1 | -1.0 | 55* | -21 | 1 | -7 | 0.0 | -8 | -3
O=C(NCc1nc2ccccc2[nH]1)C1=C[C@@H](C2CC2)C[C@@H](OCc2ccc(CO)cc2)O1 | 0.9 | 1.3 | 2 | -7 | -18 | 1 | 2.3 | -7 | 7
CS(=O)(=O)c1ccc(C(=O)OCC(=O)N(CCc2ccccc2)Cc2ccccc2)cc1 | 1.6 | -0.3 | . | -10 | -22 | . | 1.4 | -8 | -2
COc1ccc(Br)cc1C(=O)Nc1ccc(N2CCN(S(C)(=O)=O)CC2)cc1 | 1.0 | 3.3 | 15 | 6 | 9 | -3 | 3.2 | -8 | 0
O=C(Nc1ccc(F)cc1F)Nc1ccc(F)cc1F | 2.2 | -2.2 | 7 | 1 | -4 | 8 | 0.7 | 1 | 9
COC(=O)CSc1nc2sc(C)c(C)c2c(=O)n1C | 0.3 | 0.8 | 1 | -5 | -16 | -9 | 0.1 | -2 | 16
CCOC(=O)[C@]12Cc3c(cc(OC)c(OC)c3OC)[C@H]1N(Cc1ccccc1)C(=O)c1cc(OC)ccc12 | -0.2 | . | -6 | -12 | . | . | . | . | -3
CCCc1cc(=O)oc2c3c(cc(OCC(=O)NCCN4CCOCC4)c12)OC(C)(C)CC3 | 0.9 | -0.1 | -9 | 0 | -9 | -11 | -0.5 | -2 | -4
Cc1ccc2c(c1)C(c1ccc(F)cc1)N(C(=O)c1ccc(S(=O)(=O)N(C)C)cc1)CC(=O)N2 (stereo not drawn) | 0.9 | 1.8 | -13 | 14 | -13 | -7 | 2.7 | -1 | 2
Cc1cccc(-c2nnc(SCC3CNC(=O)O3)n2-c2ccc(Cl)cc2)c1 (stereo not drawn) | 2.5 | -0.9 | 6 | -7 | -16 | -4 | 0.2 | -2 | 10
COc1cccc(/C=C2/CN(C)CC3=C2OC(N)=C(C#N)C3c2cccc(OC)c2)c1 (stereo not drawn) | 1.0 | 2.0 | 19 | -18 | -12 | -8 | 1.3 | -4 | 17
CCOc1ccccc1N(CC(=O)NCc1ccncc1)S(=O)(=O)c1ccccc1 | 3.4 | 1.7 | 14 | -3 | -22 | -13 | 2.8 | -3 | -9
Clc1ccccc1CSc1nncn1NC/C=C/c1ccccc1 | 0.1 | 0.8 | -11 | 10 | -12 | -14 | 0.5 | 0 | 3
Oc1ccc(C[C@H]2CNCCN2CCc2cccc(F)c2)cc1 | 1.5 | 0.7 | -3 | -9 | -7 | . | 0.5 | -4 | -6
COc1ccc(C2(c3ccc(OC)cc3)NC(=O)N(Cn3nnc4ccccc4c3=O)C2=O)cc1 | 3.0 | 2.1 | 17 | -4 | -2 | -2 | 1.9 | -15 | 17
O=C(Nc1nc2ccccc2s1)c1c(F)cccc1Cl | 0.7 | 1.4 | -22 | -10 | 3 | 2 | 1.4 | -5 | 18
COC(=O)c1ccc(CNCC(O)COc2ccc(-c3ccccc3)cc2)cc1 (stereo not drawn) | 9.3 | 7.2 | 18 | -10 | -4 | 8 | 19 | -6 | 6
Cc1ccc(S(=O)(=O)c2c[nH]c3ccc(Cl)cc3c2=O)cc1 | 0.7 | -0.5 | -15 | 1 | -8 | -1 | 0.3 | 6 | -5
COc1ccc(S(=O)(=O)N2CCCCCC2)cc1C(=O)N(C)Cc1c(F)cccc1Cl | 6.5 | -0.6 | -8 | -19 | -14 | . | 3.4 | -4 | 25
CCCCN(C)CCNC(=S)Nc1ccc2nc(N3CCN(CC)CC3)cc(C)c2c1 | -0.8 | 0.1 | -3 | 13 | -14 | -7 | 0.0 | 2 | -11
CC(=NOC(=O)C1CCCCC1)c1nccs1 | -0.5 | . | 1 | 2 | . | . | . | . | -7
Cc1ccc(C(=O)OCC(=O)N(C)c2c(N)n(Cc3ccccc3)c(=O)[nH]c2=O)s1 | 1.1 | 0.3 | 10 | 5 | -5 | . | 0.5 | 3 | 13
CCN(CC)S(=O)(=O)c1ccc2nc(NC(=O)c3ccco3)sc2c1 | 4.1 | 1.5 | 10 | -8 | -15 | -8 | 0.9 | -7 | 11
O=C1CC(/C=C/c2ccccc2)=Nc2ccccc2N1 | 0.8 | 1.9 | 8 | -11 | -16 | 16 | 1.1 | -6 | 12
COc1ccccc1CNc1nc(NCc2cccc(OC)c2OC)c2sccc2n1 | 8.7 | . | 44 | -5 | . | . | . | . | 11
COc1cccc(NC(=O)C(Sc2nnc(Nc3ccccc3C)s2)c2ccccc2)c1 (stereo not drawn) | 0.5 | 0.1 | -22 | -2 | -5 | -18 | 0.3 | -5 | 21
Cc1cccc(C)c1OCC(=O)NNC(=O)CCNC(=O)c1ccco1 | 0.9 | 0.1 | -10 | -5 | -5 | . | 0.5 | 0 | 9
COc1cc(Cl)c(C)cc1NC(=O)Cc1cccs1 | -0.4 | -2.4 | -13 | 15 | 1 | -2 | -1.2 | -9 | -22
COc1cc2c(cc1OC)CN(C(=O)c1ccc(S(=O)(=O)N(C)c3ccccc3)cc1)CC2 | 1.1 | -0.9 | -7 | 5 | -14 | 4 | 2.8 | -8 | 18
O=S(=O)(NC(=NC1CCCCC1)c1ccccc1F)c1ccccc1 | -0.1 | -0.7 | -6 | -20 | -18 | 10 | -0.7 | -3 | 19
COc1cc(C(=O)Nc2ccccc2NC(=O)c2cc(OC)c(OC)c(OC)c2)cc(OC)c1OC | 0.8 | -1.0 | 7 | 12 | -20 | -15 | 1.6 | 0 | 0
CN1CCN(C(=O)C2=C[C@H](C3CC3)C[C@H](OCc3ccc(CO)cc3)O2)CC1 | 0.6 | 0.2 | 1 | -3 | -11 | . | 0.1 | -3 | 7
CCOC(=O)N1CCN(C(=O)CN(Cc2ccc(Cl)cc2)S(=O)(=O)c2ccc(C)cc2)CC1 | 0.0 | -0.3 | 7 | -13 | -25 | 11 | -0.3 | -7 | 1
CC(OC(=O)C1CCN(S(=O)(=O)c2ccc(Cl)cc2)CC1)C(=O)NC1CCCCC1C (stereo not drawn) | 4.9 | 0.9 | -12 | -6 | -15 | 12 | 6.0 | -4 | 6
Cc1ccc(CC(=O)NCCN2CCOCC2)cc1 | -0.4 | 0.4 | -22 | 16 | 13 | -16 | 0.9 | 2 | -22
COc1ccc(NC(=O)C2CCN(C(=O)c3cccs3)CC2)c(OC)c1 | -0.2 | -0.3 | -5 | -2 | -6 | -12 | 0.3 | -8 | 6
Cn1c(=O)n(Cc2ccccc2F)c(=O)c2c1nc1n2CCCN1CCc1ccccc1 | -0.1 | -0.3 | -5 | -15 | -14 | -3 | -0.5 | -7 | 22
CCNS(=O)(=O)c1ccc(NC(=O)c2ccccc2OCC)cc1 | 4.9 | 9.1 | 26 | -2 | -5 | -4 | 6.3 | -12 | -5

Shown as a hit in TAAR1 antagonist, of those listed so far:
| SMILES | TAAR1 antagonist | GPR7 antag |
| --- | --- | --- |
| O=C(Nc1cccc(-c2csc(Nc3ccccc3)n2)c1)c1cc([N+](=O)[O-])cc(C(F)(F)F)c1 | 55* | -7 |

(more compounds)
SMILES | M1 ag parental | OXTR agonist | TAAR1 antagonist | CHO-K1 Ca antag | CHO parental Ca | GPR7 antag | V1R ag counter | OXTR potentiate | M1 PAM parental
COC(=O)c1ccccc1S(=O)c1snnc1C (stereo not drawn) | 0.0 | 0.6 | -15 | 2 | -1 | -8 | 1.4 | -8 | -1
CCC(C)(C)n1nnnc1C(c1cc2cc(C)ccc2[nH]c1=O)N1CCCc2ccccc21 (stereo not drawn) | 0.7 | -1.4 | -4 | -16 | -28 | -1 | -1.3 | -8 | 15
CCN(CC)C(=O)c1ccc(-c2nnc(Nc3cccc(O)c3)c3ccccc23)cc1 | 2.9 | -1.4 | 38 | 1 | -6 | -8 | -0.6 | -12 | 3
COc1cc(C)c(CNc2cc(C)cc(C)c2)cc1C | -0.2 | -1.5 | 0 | -16 | -12 | -11 | -0.1 | -2 | 3
CC(=O)Nc1ccc(NC(=O)CNC(=O)COc2ccccc2)cc1 | 0.3 | 0.0 | -6 | 1 | -2 | -4 | 0.4 | -7 | 14
CCOCC(=O)Nc1ccc(F)c(F)c1 | 1.3 | 1.7 | 1 | -14 | 3 | -10 | 1.0 | -8 | 13
O=C(NCc1ccccc1C(F)(F)F)C1CC(c2ccc(C(F)(F)F)cc2)=NO1 (stereo not drawn) | -0.2 | -1.2 | 8 | 0 | -23 | . | 1.9 | -18 | 9

Just CHO-K1 Ca antag, GPR7 antag and TAAR1 antagonist, for five of the compounds above:
SMILES	CHO-K1 Ca antag	GPR7 antag	TAAR1 antagonist
CCN(CC)C(=O)c1ccc(-c2nnc(Nc3cccc(O)c3)c3ccccc23)cc1	1	-8	38
COc1cc(C)c(CNc2cc(C)cc(C)c2)cc1C	-16	-11	0
CC(=O)Nc1ccc(NC(=O)CNC(=O)COc2ccccc2)cc1	1	-4	-6
CCOCC(=O)Nc1ccc(F)c(F)c1	-14	-10	1
O=C(NCc1ccccc1C(F)(F)F)C1CC(c2ccc(C(F)(F)F)cc2)=NO1 (stereo not drawn)	0	.	8
